Screens from PubChem BioAssay.
mABHD4 FP = inhibits mouse alpha/beta hydrolase domain 4; Q8VD66; AID 720543; purified mABHD4, FP-Rh probe fluorescence polarization; inhibition, % at 8.92 µM; 370,000 compounds, 0.54% hits;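 active means inhibition exceeding the mean over every tested compound plus 3 SD, cut at about 30% in these data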;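 further: 0% = plate median of compound wells and 100% = S159A mutant with DMSO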
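Assay system: wild-type mouse ABHD4 protein; compound: single nominal dose of 8.92 µM, 0.89% DMSO final; schedule: 45 min + 60 min at 25 °C; measured by: FP readout, ex 525 nm / em 598 nm; evaluation: % inhibition of FP-Rh probe binding versus controls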
PG9 Ab binder = PG9 antibody binding by small molecule. TR-FRET gp120-PG9 antibody binding. inhibition, % at 6.7 µM. 360,000 compounds, 0.43% hits; in the data active means inhibition above about 8.5%
rCAG binder = molecules binding r(CAG) RNA repeats | r(CAG) RNA repeat, TO-PRO-1 dye displacement fluorescence | inhibition, % at 3 µM | 370,000 compounds, 1.3% hits | AID 651821;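 active means inhibition above the plate cutoff, the mean of all test compounds on that plate plus 3 SD, cut at about 35% in these data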;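 further: 0% = DMSO alone and 100% = 100 µM mitoxantrone as full dye displacement; higher means more dye released from RNA so lower well fluorescence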
LEDGF integ inh = blocks HIV-1 LEDGF/p75-dependent DNA integration; AID 743269; inhibition, % at 3.7 µM; 370,000 compounds, 0.64% hits; TR-FRET IN-LEDGF/p75 DNA integration, Eu/Cy5;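 active means inhibition above the screen-wide mean plus 3 SD, cut at about 13% in these data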;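 further: signal is the Cy5 over europium emission ratio at 671 and 618 nm; 0% = plate median of compound wells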
TCR CD3 inh = inhibitors of human TCR-CD3 interaction | TAMRA-labeled TCR probe fluorescence, biochemical | inhibition, % at 9.4 µM | 360,000 compounds, 0.37% hits | AID 651800; in the data active means inhibition above about 19%;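 further: recombinant mutant TCR 2C K166C tagged with TAMRA read by polarization; 0% = receptor in buffer alone and 100% = receptor with positive control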
SIAE primary = inhibitors of human sialic acid acetylesterase SIAE. Q9HAT2. inhibition, % at 9.66 µM. 370,000 compounds, 0.69% hits. SIAE FP-Rh probe binding, fluorescence polarization;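 active means inhibition above a cutoff: mean of compounds within the control limits plus 3 SD of those, cut at about 17% in these data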;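 further: 0% = plate median of compound wells and 100% = probe without SIAE protein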
TDP2 inh = blocks human TDP2 phosphodiesterase activity; O95551; recombinant TDP2, T5PNP hydrolysis, p-nitrophenol absorbance 415 nm; inhibition, % at 12.8 µM; 370,000 compounds, 0.34% hits; AID 720702;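 active means inhibition above the mean of all tested compounds plus 3 SD, set per campaign, cut at about 25% in these data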;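 further: 0% = DMSO with enzyme and 100% = buffer with substrate but no TDP2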
Target sequence (O95551 whole entry, looked up): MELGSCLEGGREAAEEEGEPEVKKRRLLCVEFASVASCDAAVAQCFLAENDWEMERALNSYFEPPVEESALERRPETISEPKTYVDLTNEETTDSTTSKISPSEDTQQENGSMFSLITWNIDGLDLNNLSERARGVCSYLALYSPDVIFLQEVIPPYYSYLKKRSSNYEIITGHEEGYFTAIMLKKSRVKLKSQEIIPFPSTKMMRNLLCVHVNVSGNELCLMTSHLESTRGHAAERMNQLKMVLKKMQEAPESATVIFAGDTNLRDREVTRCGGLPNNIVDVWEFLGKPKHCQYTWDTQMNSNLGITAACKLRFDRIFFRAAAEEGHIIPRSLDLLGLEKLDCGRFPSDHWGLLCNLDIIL
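test system = human TDP2 enzyme | input = TDP2 enzyme at 120 nM final | medium = 50 mM Tris-HCl pH 7.5 with Mg2+, KCl, DTT, BSA | also added = T5PNP substrate, 5 mM | times = 2 h at 37 °C | technique = epi absorbance | benchmarks = high control without enzyme, low control DMSO plus TDP2 | replication = each compound tested once, singlicate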
PRMT1 FP inh = blocks human protein arginine methyltransferase 1; Q99873; recombinant PRMT1, activity-based probe fluorescence polarization; inhibition, % at 2.79 µM; 370,000 compounds, 1.3% hits;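 active means inhibition above about 21% made by adding two undisclosed values, limit read from the data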
NR1D1 modulator = modulates human Rev-erb alpha binding to DNA; P20393; Rev-erbα–FITC-DNA binding, fluorescence polarization, 90 min; activity, % at 10 µM; 370,000 compounds, 0.79% hits; AID 1259318;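 active means activity above about 14%, limit read from the data; passing the limit was not always enough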;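 further: 0% = DMSO wells with 35 nM protein and 100% = DMSO wells with 750 nM protein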
Target sequence (P20393 whole entry, looked up): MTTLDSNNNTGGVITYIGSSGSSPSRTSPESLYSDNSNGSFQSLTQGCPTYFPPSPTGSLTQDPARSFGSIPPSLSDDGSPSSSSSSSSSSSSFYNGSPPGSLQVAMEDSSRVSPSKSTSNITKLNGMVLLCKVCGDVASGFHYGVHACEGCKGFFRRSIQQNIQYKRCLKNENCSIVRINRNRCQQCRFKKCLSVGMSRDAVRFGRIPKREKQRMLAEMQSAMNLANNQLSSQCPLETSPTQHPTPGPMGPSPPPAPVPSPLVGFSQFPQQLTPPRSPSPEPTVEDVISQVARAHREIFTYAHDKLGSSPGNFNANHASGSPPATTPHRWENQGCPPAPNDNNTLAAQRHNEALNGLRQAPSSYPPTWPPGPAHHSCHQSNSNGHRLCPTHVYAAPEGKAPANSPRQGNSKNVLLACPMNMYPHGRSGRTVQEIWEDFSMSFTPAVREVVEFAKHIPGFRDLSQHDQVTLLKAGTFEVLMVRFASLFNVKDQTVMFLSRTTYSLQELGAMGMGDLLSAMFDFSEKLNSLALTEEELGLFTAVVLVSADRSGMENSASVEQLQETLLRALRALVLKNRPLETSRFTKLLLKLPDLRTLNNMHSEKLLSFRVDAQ
HTRA1 inhibitor = inhibitors of human serine peptidase HTRA1; Q92743; recombinant HTRA1, FP-rhodamine activity-based probe, fluorescence polarization; inhibition, % at 5.96 µM; 340,000 compounds, 0.5% hits; in the data active means inhibition above about 36%;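 further: 0% = enzyme with DMSO and 100% = wells lacking enzyme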
The depositor's hits bear a star; · = not tested or not shown. Not all compounds are listed; rates above refer to the full screens.

SMILES	mABHD4 FP	PG9 Ab binder	rCAG binder	LEDGF integ inh	TCR CD3 inh	SIAE primary	TDP2 inh	PRMT1 FP inh	NR1D1 modulator	HTRA1 inhibitor
CCOc1ccc(-n2c(SCC(=O)NCc3ccco3)nc3c([nH]c4ccccc43)c2=O)cc1	-1	2.0	9	0	7	-13	-6	2	1	-6
O=C(O)C1CCCCC1C(=O)Nc1ccc(S(=O)(=O)N2CCCCC2)cc1 (stereo not given)	-8	0.3	11	-4	-6	2	-11	9	-3	4
O=C(Nc1ccc(Cl)cc1Cl)N1CCN(c2ncccn2)CC1	-4	-3.8	-6	-3	8	3	0	-2	-7	-5
COc1ccc(CN2C=C3C(=O)C(C)(OC(=O)CCc4ccccc4)C(=O)C=C3C=C2c2ccc(C#N)cc2)cc1 (stereo not given)	8	0.0	18	1	-1	5	-2	4	7	10
Cc1ccc(-c2noc(C3CCCN(C(=O)c4ccc(F)cc4F)C3)n2)cc1 (stereo not given)	0	0.7	-2	3	9	-3	-1	-2	2	-5
COc1ccccc1OC[C@H](O)CO	-2	-1.1	2	-1	-5	2	-2	2	2	2
N#Cc1ccc(Cn2ccc3ccc(-c4ccc5ccn(C(=O)C6CCCCC6)c5c4)cc32)cc1	5	·	22	-2	·	-9	7	4	36*	·
COC(=O)C1=C(C)NC(C)=C(C(=O)OC)C1c1ccc(OC(=O)c2oc3ccccc3c2C)c(OC)c1	-4	-2.0	2	3	8	-9	13	-2	-1	-1
CCOC(=O)/C(C#N)=N\Nc1ccc(S(=O)(=O)Nc2nc(C)cc(C)n2)cc1	-4	1.6	-3	-1	-4	0	2	3	-5	2
C=CCC(CC(O)COCCC)C(=O)NNC(=S)Nc1ccccc1 (stereo not given)	4	-2.4	-3	2	-3	4	9	-1	6	10
O=C(NCC1OCCCN1S(=O)(=O)c1cc(F)ccc1F)C(=O)NC1CCCCCC1 (stereo not given)	1	-0.6	-4	4	2	-3	4	1	-9	-1
COc1ccc(S(=O)(=O)N2CC(C(=O)O)Oc3ccc(Cl)cc32)cc1 (stereo not given)	-5	-0.5	20	1	11	-1	13	4	-1	-5
Nc1cccc(C(=O)OCC(=O)c2ccccc2)c1	-3	-0.6	6	-1	3	1	0	-1	-1	-1
O=C(CCN1C(=O)c2ccccc2C1=O)NCCN1CCOCC1	0	2.0	2	2	2	1	-7	0	2	-1
CC(=O)NC(Cc1ccccc1)C(=O)NC1CCN(C(=O)NCc2ccccc2)CC1 (stereo not given)	1	-1.1	-1	-3	-5	7	-8	0	2	-3
CC(C)n1c(=O)c2ccccc2n1Cc1cn(-c2ccccc2)nn1	2	-1.1	-1	5	-3	2	9	3	7	·
COc1ccc(C)cc1NC(=O)C1CCCN(S(=O)(=O)c2cccnc2)C1 (stereo not given)	1	0.2	-5	0	4	10	8	1	-2	2
COc1ccc2nc(NC(=O)CS(=O)(=O)Cc3ccccc3)sc2c1	-6	-2.8	8	-7	1	-7	-6	1	-4	4
Cc1cccc(NC(=O)COC(=O)c2n[nH]c3ccccc23)c1C	-9	-0.2	3	4	-6	-7	-9	0	-5	-14
COCCn1c(C)cc(C(=O)CN2C(=O)C(=O)N(CCC3=CCCCC3)C2=O)c1C	-2	-2.0	5	1	1	3	0	1	5	-2
CCCNC(=O)CCNC(=O)c1ccc(C(C)(C)C)cc1	3	-1.6	-4	-2	8	14	12	3	2	-2
CC(C(=O)Nc1ccc2c(c1)OCO2)N1CCN(C)CC1 (stereo not given)	14	-0.6	2	8	-5	6	0	3	9	3
COc1ccc(NC(=O)Nc2cc(C)ccc2F)cc1OC	2	-4.6	-2	-4	-4	6	-8	2	-8	-3
CCOc1ccccc1N1CCN(C(=O)Cc2ccc(S(=O)(=O)N3CCOCC3)s2)CC1	0	-1.1	-3	-3	1	6	12	-5	2	2
CNC(=O)COc1ccc(-c2nn(C)c(=O)c3ccccc23)cc1	-2	-1.9	-5	0	1	-1	1	-2	-2	6
SMILES	mABHD4 FP	PG9 Ab binder	rCAG binder	LEDGF integ inh	TCR CD3 inh	SIAE primary	TDP2 inh	PRMT1 FP inh	NR1D1 modulator	HTRA1 inhibitor
CC1(C(=O)Nc2cccc3ccccc23)CCN1C(=O)Cc1ccccc1Cl (stereo not given)	-11	-0.2	2	-1	-3	-6	11	-5	-1	·
CCc1ccc(N2CC(C(=O)Nc3ccccc3N3CCCC3)CC2=O)cc1 (stereo not given)	5	-2.6	3	0	4	5	2	2	-4	0
O=C(Cc1cccs1)N/N=C/C=C/c1ccccc1[N+](=O)[O-]	-8	-3.0	-1	3	-1	1	-5	-5	2	·
CN(C)c1ccc(-c2nnc(-c3ccc(S(=O)(=O)C(F)F)cc3)o2)cc1	-1	11*	-1	-1	9	-7	-5	-3	5	-1
COc1ccc(N2CCCn3c2nc2c3c(=O)n(CCCc3ccccc3)c(=O)n2C)cc1	3	-1.9	-1	4	2	6	5	-4	-5	·
CC1CCN(c2ccc3c(c2)S(=O)(=O)c2cccc(C(=O)O)c2C3=O)CC1	0	-0.6	7	1	-7	-2	7	4	10	-8
CC1(C)CC(N2CCOCC2)=CC(=[N+]2CCOCC2)C1	-3	0.0	-1	-2	-3	12	8	5	-1	21
Cc1ccc(N(CCCCN2C(=O)c3ccccc3C2=O)C(=O)c2cccc([N+](=O)[O-])c2)cc1	0	2.5	-1	-3	0	5	-4	6	-1	-23
CCOC(=O)CC1C(=O)NCCN1S(=O)(=O)c1ccc(NC(C)=O)cc1 (stereo not given)	4	1.7	-2	2	4	-4	21	-9	-4	4
CCn1cc(/C=C/C(=O)Nc2ccn(Cc3c(F)c(F)cc(F)c3F)n2)cn1	-1	-1.5	6	-1	-2	5	8	22*	-4	-2
CCOc1ccc(OCCC(=O)N(CC)CC(=O)NCc2cccs2)cc1	-2	2.2	0	0	-4	16	2	-1	-1	5
NC(=O)C1=C[C@H](c2ccc(Br)cc2)C[C@H](OCc2ccc(CO)cc2)O1	2	0.3	-1	1	0	6	14	1	2	-12
CCOC(=O)[C@@]12CCCC3=C1N(CCC3)C(=O)[C@H]2CC(=O)N1CCSCC1	4	·	2	4	·	6	6	-1	-1	·
COc1cc(/C=N/NC(=O)c2ccncc2)ccc1OC(=O)c1cc(OC)c(OC)c(OC)c1	-1	-0.8	-3	0	10	-11	-17	-4	6	2
C=CCn1c(SCc2csc(C)n2)nc2scc(-c3ccc(C)o3)c2c1=O	0	0.7	0	1	8	0	4	10	2	-9
COc1cc(C(=O)CCN2CCC(c3ccccc3)C2)cc(OC)c1OC (stereo not given)	-5	-1.8	-5	3	-4	0	1	32*	3	-4
CCOc1ccccc1C(C(=O)NCCOC)N(CCOC)C(=O)Cn1nnc2ccccc21 (stereo not given)	-2	0.1	-7	6	1	6	8	-3	-5	8
O=C(c1cc2c(s1)CCCC2)N1CCN(C(=O)C2CCCO2)CC1 (stereo not given)	3	-2.2	-1	0	8	11	3	-5	0	-2
Cc1cccc(NC(=O)CSc2nc3c(c(=O)[nH]2)CCC3)c1C	0	-1.3	5	1	3	-4	-4	1	-5	-2
O=S(=O)(Nc1ccc(-c2cn3c(n2)SCC3)cc1)c1ccccc1F	2	-0.4	18	-8	4	-7	-10	6	-4	-6
CC(C)(C)c1ccc(-n2ncc3c2CCCC3NC(=O)c2ccncc2)cc1 (stereo not given)	2	0.0	-7	-1	4	-4	1	0	3	-5
COc1ccc(CNC(=O)CSc2nnc(C(F)(F)F)n2C)cc1	-1	0.9	3	-1	0	-1	9	2	-3	-7
Cc1cc(C(=O)OCC(=O)N2CC(=O)Nc3ccccc32)no1	1	-0.6	1	-5	-1	-2	5	0	1	-1
CN1CCCN(C(=O)c2ccccc2Cl)CC1	-2	-4.0	-3	0	1	0	8	0	2	4
CN(C)S(=O)(=O)c1cccc(NC(=O)COc2nc3ccccc3nc2N2CCOCC2)c1	-6	-2.2	3	-3	-5	-4	11	0	-2	2
SMILES	mABHD4 FP	PG9 Ab binder	rCAG binder	LEDGF integ inh	TCR CD3 inh	SIAE primary	TDP2 inh	PRMT1 FP inh	NR1D1 modulator	HTRA1 inhibitor
COc1ccc(CO/N=C/c2c(C)[nH]c(=O)[nH]c2=O)cc1	1	0.9	2	4	-2	0	5	0	-5	-3
COc1ccc(S(=O)(=O)n2nc(OCc3cccs3)cc2N)cc1	-3	0.9	-3	-1	-5	-3	-5	2	1	-2
CCOc1ccc(-n2c(COc3ccccc3)nnc2SCC(N)=O)cc1	-4	0.9	-5	4	-2	6	-12	3	-1	5
Cc1cc(OCCN2CCC(Cc3ccccc3)CC2)ccc1[N+](=O)[O-]	13	0.6	-4	4	2	3	8	1	4	-4
CC(C)NC(=O)CCNS(=O)(=O)c1ccc(Br)cc1	8	-1.6	3	0	0	11	8	0	-4	2
CCOCC(=O)Nc1ccc(C(=O)Nc2ccccc2Cl)cc1	-8	-1.4	0	-1	-9	3	-4	-2	2	·
O=C(Cc1n[nH]c(=O)c2ccccc12)Nc1cc(Cl)ccc1-n1cncn1	0	0.6	1	-3	0	0	4	2	2	-1
O=C(Nc1ccncc1)c1cc(-c2ccccn2)nc2ccc(Br)cc12	0	3.2	1	5	-5	8	20	-6	5	2
Cc1csc(=N)n1CC(=O)N1CCc2ccccc21	8	1.3	4	-1	5	2	7	0	-1	3
CCCCCCC1CCC(C(=O)Nn2c(C)nc3ccccc3c2=O)CC1 (stereo not given)	-5	-0.4	3	4	1	-1	1	-3	2	-11
Cn1c(C(=O)N2CCCC(C(=O)NCCCc3ccccc3)C2)cc2sccc21 (stereo not given)	-16	-0.5	-3	-3	-5	-3	-12	15	7	-10
CCCOc1ccccc1-c1nc2c([nH]1)c(=O)[nH]c(=O)n2C	0	-2.1	1	1	-2	0	5	1	4	7
Cc1ccc(S(=O)(=O)N2CCN(C(=O)COc3ccc(-c4nnco4)cc3)CC2)cc1	-2	-0.9	0	-3	-7	-3	-5	1	-1	5
Cc1ccc(N/C=C/C(=O)c2cccs2)cc1	-3	-0.9	4	-7	-5	-4	-10	14	4	-10
COc1cc(OC)c(-c2nc3ccccc3s2)cc1OC	-4	-0.9	1	0	3	-1	4	2	0	1
CC(CCl)n1c(=O)c2ccccc2n1S(C)(=O)=O (stereo not given)	-1	-1.8	1	-1	1	10	6	-1	-6	·
CCc1ccc(N2C(=O)CN(CC(=O)OC)C2=S)cc1	-4	1.0	-1	6	-1	4	13	-3	0	2
O=C(Nc1ccc(F)cc1)c1ccccc1Oc1ccc(C(F)(F)F)cc1[N+](=O)[O-]	-19	-2.1	4	-4	6	3	2	0	0	-23
COc1ccc(N(Cc2cc3cc(C)ccc3[nH]c2=O)C(C)=O)cc1	1	-2.0	-4	2	-1	-4	11	2	1	-7

An excerpt from above in order of the NR1D1 modulator value, smallest number first:
SMILES,mABHD4 FP,PG9 Ab binder,LEDGF integ inh,TCR CD3 inh,SIAE primary,TDP2 inh,PRMT1 FP inh,NR1D1 modulator,HTRA1 inhibitor
CC(CCl)n1c(=O)c2ccccc2n1S(C)(=O)=O (stereo not given),-1,-1.8,-1,1,10,6,-1,-6,·
Cc1csc(=N)n1CC(=O)N1CCc2ccccc21,8,1.3,-1,5,2,7,0,-1,3
Cc1ccc(N/C=C/C(=O)c2cccs2)cc1,-3,-0.9,-7,-5,-4,-10,14,4,-10
